ATXN2 expr inh: Primary qHTS for Inhibitors of ATXN expression | hit rate 0.72% among 360,000 | HEK-293 ATXN2-luciferase reporter, luminescence, 24 h | Potency, µM (doses to about 57 µM), without a hit: at the highest dose activity change, negative = inhibition, actives largely listed as inhibitors | AID 1745845, 2022; note: potency is the fitted concentration of half-maximal effect; % is set by controls: 0 for no effect and ±100 for the full control effect; nearly all actives have a fitted effect of over 55% in size
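qHTS (up to 57 uM final) was run with 24 h compound exposure of reporter cells at 37 °C. Each well was multiplexed: SteadyGlo luminescence measured ATXN2-luciferase expression after a fluorogenic Gly-Phe-AFC viability readout (25 uM final).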
HT1080-NT tox: qHTS for induction of synthetic lethality in tumor cells producing 2HG: qHTS for the HT-1080-NT fibrosarcoma cell line; AID 686970, 2013; hit rate 1.6% among 360,000; Potency, µM (top dose mostly 46.1 µM), for inactives: top-dose activity, negative = less viability, hits mostly cytotoxic; HT-1080-NT fibrosarcoma viability, CellTiter-Glo ATP luminescence, 48 h;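 note: NT is the 2HG producing partner of a matched IDH1 knockdown line; potency is the fitted concentration of half-maximal effect; 0% = DMSO-treated cells and -100% = media-only wells without cells; nearly all actives have a fitted effect of over 55% in size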
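Toxicity toward the 2HG-producing NT line was scored as %Activity, normalised to DMSO and no-cell wells, from CellTiter-Glo luminescence after 48 hours' treatment.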
SW480 rerep: A quantitative high throughput screen for small molecules that induce DNA re-replication in SW480 colon adenocarcinoma cells | SW480 DNA re-replication, Hoechst DNA content imaging, 48 h | Potency, µM (titrated, usually from 46.1 µM), for inactives: at the highest dose re-replication activation, hits mostly activators | hit rate 1.8% among 340,000 | AID 624297, 2012; note: potency is the fitted concentration of half-maximal effect; % of control where 0% means no effect; nearly all actives have a fitted effect of over 55% in size
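Per well, 250 cells were exposed to pinned compound for 48 hr. Nuclear DNA was visualised with Hoechst (40 min, 37 C) and total object intensity recorded by fluorescence scanning.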
MCF10A rereplic: A quantitative high throughput screen for small molecules that induce DNA re-replication in MCF 10a normal breast cells. MCF 10A DNA re-replication, Hoechst nuclear intensity, 48 h. Potency, µM (doses to about 46.1 µM), inactives show at the highest dose activity, positive = re-replication, hits mostly activators. hit rate 2.9% among 350,000; note: potency is the fitted concentration of half-maximal effect; % of control where 0% means no effect; nearly all actives have a fitted effect of over 50% in size
KB-V1 cytotox: qHTS assay for MDR1-selective chemotherapeutics: Primary screen using the drug-selected MDR subline cells KB-V1; AID 1347076, 2019; Potency, µM (titrated, usually from 46.1 µM), inactives show top-dose activity change, negative = cytotoxicity, hits mostly cytotoxic; hit rate 3.4% among 400,000; KB-V1 MDR cells viability, CellTiter-Glo, 72 h; note: potency is the fitted concentration of half-maximal effect; % is set by controls: 0 for no effect and ±100 for the full control effect; nearly all actives have a fitted effect of over 60% in size
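KB-V1 cells (P-gp-expressing MDR subline of KB-3-1) in phenol-red-free DMEM with 10% FBS were exposed to library compounds over a concentration series for 72 h at 37 degrees C. Viability read by CellTiter-Glo luminescence; concentration-effect curves fitted after normalization.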
IL1B secr inh: qHTS for Inhibitors of Inflammasome Signaling: IL-1-beta AlphaLISA Primary Screen. hit rate 4.7% among 360,000. activity change, % at 57.5 µM. THP-1 LPS/ATP IL-1B secretion, AlphaLISA, 16 h; active compounds read low; in the data active = activity change below about -50%; inconclusive = mostly about -30% to -49%; note: % is set by controls: 0 for no effect and ±100 for the full control effect
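THP-1 cells pretreated 1 hr with compounds (up to 57.5 uM final), then stimulated with LPS (250 ng/mL final) plus ATP (1.25 mM final); secreted IL-1B measured by AlphaLISA after 16 hr, decreased signal indicating inhibition.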
HT1080 IDH1KD tx: qHTS for induction of synthetic lethality in tumor cells producing 2HG: qHTS for the HT-1080-IDH1KD cell line; Potency, µM (doses to about 46.1 µM), for the others: at the top dose activity, negative = toxicity, actives largely listed as cytotoxic; HT-1080 IDH1 knockdown viability, ATP luminescence, 48 h; hit rate 2% among 360,000; AID 686971, 2013;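 note: potency is the fitted concentration of half-maximal effect; 0% = DMSO wells and -100% = cell-free medium wells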
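In this qHTS, HT-1080 cells depleted of IDH1 are exposed for 48 h at 37 °C to compound titrations. Toxicity is scored from CellTiter-Glo luminescence, with DMSO as full viability and medium alone as none.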
KB-3-1 cytotox: qHTS assay for MDR1-selective chemotherapeutics: Primary screen using the parental adenocarcinoma cell KB-3-1 | KB-3-1 viability, CellTiter-Glo ATP luminescence, 72 h | Potency, µM (doses to about 46.1 µM), without a hit: at the top dose activity change, negative = cytotoxic, usual class: cytotoxic | hit rate 1.4% among 400,000 | AID 1347075, 2019; note: potency is the fitted concentration of half-maximal effect; % is set by controls: 0 for no effect and ±100 for the full control effect; nearly all actives have a fitted effect of over 60% in size
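Luminescent ATP read-out (CellTiter-Glo) measures survival of drug-naive KB-3-1 cells after 72 h compound exposure at 37 °C. Titration series was screened from lowest to highest concentration, with DMSO vehicle plates as background controls.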
S2 tox: Viability Counterscreen for Primary qHTS for Inhibitors of ATXN expression. S2 cells (HEK-293 line with an ATXN2-luciferase reporter) viability, CellTiter-Fluor protease fluorescence, 24 h. Potency, µM (doses to about 56.7 µM), actives largely listed as cytotoxic. hit rate 0.49% among 400,000; note: potency is the fitted concentration of half-maximal effect; nearly all actives have a fitted effect of over 40% in size
Active calls of the source: *; i = inactive; ? = inconclusive; . = not tested or not shown; & = joins results of further samples; [ ] = remark or other dose. Unless noted, calls come from the whole dose curve; as a rule, active = well fitted curve in the direction sought with a large enough effect; inconclusive = small, poorly fitted or top-dose-only effect, or another doubt; inactive = no such curve, though single readings can be large; an effect the other way counts as inactive or inconclusive. Compounds as they come; about 11% have a hit in one of these screens.

SMILES	ATXN2 expr inh	HT1080-NT tox	SW480 rerep	MCF10A rereplic	KB-V1 cytotox	IL1B secr inh	HT1080 IDH1KD tx	KB-3-1 cytotox	S2 tox
C=CCNC(=S)NNC(=O)C(CCC(C)C)CC(C)(C)O (stereo unspecified)	-9%	-16%	?	?	-6%	18	-2%	-16%	i
O=C(Cc1ccccc1F)NC1CCSc2ccccc21 (stereo unspecified)	12%	4%	1%	5%	0%	-1	2%	-4%	i
NC(=O)[C@@H]1CCCCNc2c(F)cc([N+](=O)[O-])cc2C(=O)N[C@@H](CC(=O)O)C(=O)N[C@@H](CCC(=O)O)C(=O)N1	-12%	-4%	-20%	-1%	0%	5	1%	0%	?
COc1ccc(CNC(=O)C2CCCC2)cc1	17%	14%	-11%	0%	-2%	-3	5%	-16%	i
O=C(c1ccc(F)cc1)N1CCN(C(=O)c2cccnc2)CC1	11%	9%	0%	1%	1%	1	9%	-4%	i
COc1ccc(C(=O)NCCc2csc(-c3ccc(Cl)cc3)n2)cc1	?	.	.	.	-2%	.	.	?	i
N#CCN1C(=O)C(=O)N(Cc2cccc(C(F)(F)F)c2)C1=O	-21%	-14%	-3%	3%	3%	12	-5%	-1%	i
O=S(=O)(NCCOc1ccccc1F)c1ccc(Cl)cc1F	-18%	13%	1%	3%	-12%	0	10%	6%	i
CC(=O)NC(=S)NNC(=O)COc1ccc([N+](=O)[O-])cc1	-34%	6%	-3%	2%	-7%	10	4%	1%	i
O=C(c1ccc(F)cc1)N1CCC(O)(c2cccnc2)CC1	5%	12%	0%	3%	9%	0	16%	12%	i
Cc1c(Cl)cnc(NC(=O)COC(=O)C2CC2)c1Cl	11%	5%	-23%	15%	?	0	13%	0%	i
CC(CC#CCN1CCOCC1)OCCC#N (stereo unspecified)	-1%	?	1%[9.22 µM]	4%	5%	11	3%	2%	i
CC(O)CNc1nc2sc3c(c2c(=O)n1CCc1ccccc1)CCCCC3 (stereo unspecified)	-20%	?	?	?	-7%	-82*	?	-1%	i
CCCC(=O)Nc1nn(C)c2nc3ccc(C)cc3cc12	-7%	3%	?	20%	-11%	18	12%	10%	i
CCOc1ccc(-c2c(C(=O)N/N=C/c3cccc(Br)c3)nnn2-c2nonc2N)cc1	.	-29%	?	?	-5%	41	?	0%	?
COC(=O)CSc1nc(C)c2ccc(OC)cc2n1	20%	1%	1%	-2%	-13%	5	22%	0%	i
COc1ccc(CC(=O)OCn2nnc3ccccc3c2=O)cc1	-4%	-3%	-2%	?	-13%	0	-4%	0%	i
Cn1cc2cc([N+](=O)[O-])ccc2n1	-28%	6%	2%	-8%	2%	21	3%	-4%	i
COc1ccc(S(=O)(=O)N2CC(=O)Nc3ccccc32)cc1C	-36%	4%	-8%	?	-5%	9	-1%	18%	i
O=c1cc(CN2CCN(c3cccc(C(F)(F)F)c3)CC2)nc2sccn12	-12%	-11%	-32%[inhibitor]	0%	-5%	34	-13%	10%	i
Cc1ccc([C@H]2C[C@@H](n3cc(COC(=O)c4ccccc4)nn3)[C@H](O)CN2C(=O)C2CCCCC2)cc1	-19%	-12%	.	.	?	-24	-6%	?	i
Cc1ccc(NC(=O)CN(C)C(=O)Cc2ccc3c(c2)CCC3)cc1	-1%	-3%	2%	17%	-15%	-4	-3%	0%	i
Nc1cccc(/C=C/C(=O)O)c1	5%	15%	13%	1%	18%	3	?	-2%	i
Cc1ccc(S(=O)(=O)Oc2ccc(/C=N/N=C3/NC(=O)C(CC(=O)O)S3)cc2)cc1[N+](=O)[O-] (stereo unspecified)	0%	-9%	-1%	1%	.	3	-3%	.	i
CCCN(CC(=O)Nc1ccccc1C)C(=O)Cc1coc2cc(C)ccc12	-3%	4%	1%	2%	?	0	10%	-10%	i
CCCCN(C(=O)C1CCCC1)c1c(N)n(CC(C)C)c(=O)[nH]c1=O	-1%	-2%[9.24 µM]	-9%	-2%	-2%	-6	2%	5%	i
CCC(=O)N1CCc2cc(Br)cc(S(=O)(=O)CCC(=O)N3CCN(c4ccccc4OC)CC3)c21	2%	.	.	.	15%	.	.	3%	i
CC(=O)/C=C/c1ccccc1O	.	-4%	4%	1%	13%	-1	-9%	-1%	i
Cc1cccc(C)c1NC(=O)CSc1nc(N2CCOCC2)nc(N2CCOCC2)n1	1%	5%	-3%	8%	-3%	10	4%	-2%	i
c1ccc(CNc2ncnc3[nH]ncc23)cc1	-3%&-14%	?	5%	8%	4%&0%	31	-1%	?	i

Overlap with the part before: 4 compounds, followed by the next part.
SMILES	ATXN2 expr inh	HT1080-NT tox	SW480 rerep	MCF10A rereplic	KB-V1 cytotox	IL1B secr inh	HT1080 IDH1KD tx	KB-3-1 cytotox	S2 tox
CCC(=O)N1CCc2cc(Br)cc(S(=O)(=O)CCC(=O)N3CCN(c4ccccc4OC)CC3)c21	2%	.	.	.	15%	.	.	3%	i
CC(=O)/C=C/c1ccccc1O	.	-4%	4%	1%	13%	-1	-9%	-1%	i
Cc1cccc(C)c1NC(=O)CSc1nc(N2CCOCC2)nc(N2CCOCC2)n1	1%	5%	-3%	8%	-3%	10	4%	-2%	i
c1ccc(CNc2ncnc3[nH]ncc23)cc1	-3%&-14%	?	5%	8%	4%&0%	31	-1%	?	i
COc1cc(NC(=O)c2c(F)c(F)c(F)c(F)c2F)c(OC)cc1Cl	?	?	?	?	10%	-101*	-17%	4%	?
C/C(=N\NC(=S)NCCc1ccccc1)c1cccs1	22%	0%	.	4%	?	37	-2%	-1%	i
COc1ccc(C)cc1NC(=O)c1ccccc1N(C)S(=O)(=O)c1ccccc1	-7%	-8%	?	0%	4%	-14	-10%	10%	i
CCC1Sc2ccc(S(=O)(=O)CCC(=O)NC3CCCCCC3)cc2NC1=O (stereo unspecified)	0%	-2%	-8%	1%	17%	-7	-9%	-21%	i
N#Cc1ccccc1S(=O)(=O)Nc1ccc2c(c1)OCCO2	4%	-1%	-58%[inhibitor]	-1%	0%	-5	8%	13%	i
Cc1ccc(/C=N/n2cnc3sc(C)c(C)c3c2=O)o1	0%	9%	-26%	-1%	-2%	7	12%	10%	i
COC(=O)C1=C(C)N(CCCC(=O)O)C(=O)NC1c1ccc(C(F)(F)F)cc1 (stereo unspecified)	13%	21%	-8%	2%	-16%	29	9%	15%	i
O=C(CNC(=O)c1cccnc1)N/N=C/c1cccnc1	-20%	18%	-5%	0%	3%	10	21%	11%	i
NC(=O)NC(=O)CN1c2cccc3cccc(c23)S1(=O)=O	-2%	1%	-15%	-10%	4%	11	-6%	-5%	i
Cc1ccc(S(=O)(=O)N2CCN(C(=O)c3ccc(-n4cncn4)c([N+](=O)[O-])c3)CC2)cc1	3%	-1%	1%	4%	18%	-5	0%	-2%	i
COc1ccc(C(C(=O)Nc2c(C)cccc2C)n2c(=O)c(-c3ccccc3)nc3ccccc32)cc1 (stereo unspecified)	.	-3%	.	.	-15%	-24	-14%	1%	.
O=C(c1ccc(Oc2ccccc2)cc1)C1CCCN(C(=O)c2cnccn2)C1 (stereo unspecified)	-24%	?	-8%	-3%	-22%	?	-20%	1%	i
OCC1OC(n2ccc3c(NO)ncnc32)C(O)C1O (stereo unspecified)	?	1.6µM*	?	0.16µM*	0.52µM*	-102*	0.41µM*	0.46µM*	?
COc1ccc(/C=C(\NC(=O)c2cccs2)C(=O)Nc2cccc3ccccc23)cc1OC	-10%	0%	-9%	-2%	0%	17	-13%	-2%	i
CCOc1nc2cnccc2n(CC(=O)Nc2ccccc2F)c1=O	.	1%	-8%	9%	7%	-5	2%	3%	i
Clc1ccccc1CSc1nnc([C@@H]2CCCN2)o1	21%	21%	18%	0%	22%	7	2%	21%	i
CC1CCN(C(=O)CCC(=O)Nc2ccc([N+](=O)[O-])cc2)CC1	.	-20%	.	.	?	6	?	4%	i
C=C1c2cc(OC)ccc2NC(=O)N1CC	9%	0%	0%	12%	7.3µM*	23	-2%	-29%	i
Cc1nc2ccc(NC(=S)NCc3ccccc3)cc2nc1C	12%	7%	-1%	4%	?	9	-15%	3%	i
CCc1sc(C(=O)N2CCCN(C)CC2)cc1Br	-16%	6%	-2%	10%	8%	-17	-2%	12%	i
CCCCn1c(N)c(N(CCOC)C(=O)CCNC(=O)c2ccc(Br)cc2)c(=O)[nH]c1=O	9%	2%	1%	-4%	10%	8	1%	-1%	?
Cn1cccc1/C=N/NC(=O)C12CC3CC(CC(C3)C1)C2	-2%	20%	0%	11%	?	0	17%	26%	i
CCOC(=O)c1c(-c2ccccc2)oc2ccc(OCc3ccccc3Br)cc12	-3%	.	.	.	1%	.	.	9%	i
CCCN(CCC)C(=O)Cn1c(=O)n(-c2cccc(OC)c2)c(=O)c2c3c(sc21)CCCC3	-9%	.	.	.	16%	.	.	7%	?
O=C(Nc1ccc([N+](=O)[O-])cn1)c1ccc(Br)o1	24%	?	1%	2%	10%	-14	6%	0%	i
COc1cc(-c2noc(C)c2C(=O)NCCc2c[nH]c3ccccc23)cc(OC)c1OC	22%	-1%	-4%	?	?	-26	-13%	-1%&6%	i
O=C(CNC(=O)c1ccccc1)OCc1cc(=O)n2cc(Br)ccc2n1	-13%	6%	2%	-6%	-5%	0	16%	-3%	i

Bioassay records deposited in PubChem BioAssay by National Center for Advancing Translational Sciences (NCATS).
